Screens: PubChem BioAssay, Emory University Molecular Libraries Screening Center
14-3-3 PPI: alters human 14-3-3 gamma binding to Raf peptide; FP, 14-3-3gamma / TMR-pS259-Raf peptide binding; inhibition, % at 40 µM; hit rate 0.19% among 160,000; AID 422; in the data active = inhibition above about 30%;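 also: 0% = protein plus tracer without compound and 100% = blank with tracer alone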
Target sequence (P61981 whole entry, looked up): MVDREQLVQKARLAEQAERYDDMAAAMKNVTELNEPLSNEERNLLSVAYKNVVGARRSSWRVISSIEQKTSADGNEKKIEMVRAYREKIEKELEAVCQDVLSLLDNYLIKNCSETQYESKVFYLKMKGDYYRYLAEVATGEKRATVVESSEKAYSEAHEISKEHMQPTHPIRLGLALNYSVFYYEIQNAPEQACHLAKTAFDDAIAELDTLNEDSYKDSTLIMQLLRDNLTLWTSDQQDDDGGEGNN
* hit, by the source's call; & = joins results of further samples. This is a subset. The share of hits here may be higher or lower than overall.

14-3-3 PPI,Compound
-15,CCOC(=O)C1CCCN(C(=O)c2sc3nc(-c4ccc(OC)cc4)cn3c2C)C1 (centres undefined)
-134,Cc1ccc(-c2cc(-c3ccco3)c(C#N)c(SCC(=O)NCc3ccccc3)n2)cc1
-108,COc1ccc(-n2c(C=Cc3c(C)[nH]c4ccccc34)nc3ccc(I)cc3c2=O)cc1
-1,Cc1nn2cc(-c3ccc(N)cc3)nc2s1
3,Cc1ccc(C)c(-c2cc(C(=O)O)c3ccccc3n2)c1
-3,CC(C)C(c1nnnn1C1CCCC1)N1CCN(c2ccccc2F)CC1 (centres undefined)
1,CCCCc1nc2ccccc2n2cc3c(=O)n(C)c(=O)n(C)c3c12
2,COC(=O)c1ccc(Oc2nc(Nc3ccc(F)cc3)nc(N3CCCC3)n2)cc1
-3,O=c1[nH]c(N2CCOCC2)cc2ccccc12
1,CCCC(=O)N1c2ccccc2[C@@H](N(C(C)=O)c2ccccc2)C[C@H]1C
4,O=C1NC2(CCCCC2)N=C1c1ccccc1
-32,O=C(O)c1ccc([N+](=O)[O-])cc1C(=O)Nc1ccc(I)cc1
4,Cc1onc(-c2ccccc2)c1C(=O)Nc1ccc(S(=O)(=O)NC2=NCCCCC2)cc1
-12,O=C(c1ccc(Br)o1)N1CCN=C1SCc1ccc(C(F)(F)F)cc1
-6&0,COc1ccc(CN2CC(C(=O)N3CCOCC3)CC2=O)cc1 (centres undefined)
-8,CCN(C)CC12CC3CC(CC(C3)C1)C2
-10,CC(=O)N=c1sc2nc3ccccc3nc2n1N(C(C)=O)C(C)=O
-4,Cc1c(C)n(C(=O)CN2CCN(c3ccccn3)CC2)c2ccccc12
8,CCCCNS(=O)(=O)c1cccc(S(=O)(=O)N2CCCC2)c1
-9,O=C(NC1CCCCC1)C(c1ccccc1)N(Cc1ccco1)C(=O)Cn1cnc2ccccc21 (centres undefined)
26,O=C(c1cnn2c1NC(c1cccs1)CC2C(F)(F)F)N1CCCCC1 (centres undefined)
4,COc1ccc(S(=O)(=O)N2CCCC(C(=O)NCc3ccncc3)C2)cc1Cl (centres undefined)
-4,COC(=O)c1c(N)sc(C(=O)Nc2ccccc2OC)c1C
-3,c1cc2c(cc1CN1CCN(C3CCCCC3)CC1)OCO2
-1,COc1cccc(C2/C(=C(\O)c3c(C)nc4c(C)cccn34)C(=O)C(=O)N2CCCN(C)C)c1OC (centres undefined)
-7,O=C(c1c[nH]c2ccc(S(=O)(=O)Nc3ccccc3F)cc2c1=O)N1CCOCC1
-2,O=c1[nH]c(=O)c2ccccc2o1
-4,COc1cccc(C2C(C#N)=C(N)OC3=C2C(=O)CCC3)c1OC(=O)c1ccco1 (centres undefined)
-5,COc1ccccc1CNc1ncnc2c1cnn2-c1ccccc1
-4,CCC1Oc2ccc(C)cc2N(Cc2ccc(F)cc2)C1=O (centres undefined)
1,O=C(CSc1nc(-c2ccccc2)cn1-c1cccc(Cl)c1)Nc1ccccc1
-3,Cc1cccc(-n2nc([N+](=O)[O-])c(N3CCCCC3C)[n+]2[O-])c1 (centres undefined)
-12,CC(=O)Nc1cc(C(=O)N2CCN(c3cc(C)ccc3C)CC2)ccc1S(=O)(=O)c1ccc(C)cc1
1,CCOc1ccccc1NC(=O)CCNS(=O)(=O)c1cccc2nsnc12
-1,CC(O)C(=O)NCCOCCOCCNC(=O)C(C)O (centres undefined)
-8,COc1ccc(C2C3=C(CC(C)(C)CC3=O)OC3=C2C(=O)CC(C)(C)C3)cc1Cn1nnc2ccccc21
-4,O=C1CC(N2CCN(c3cccc(C(F)(F)F)c3)CC2)C(=O)N1c1ccc(F)cc1 (centres undefined)
-2,Cc1nnc2n1N=C(c1ccc(Br)cc1)CS2
-5,Cc1nc2sc(-c3ccc([N+](=O)[O-])cc3)c(-n3cccc3)c2c(C)c1Cl
-13,COC(=O)c1sc(N2C(=O)c3oc4ccccc4c(=O)c3C2c2cccs2)nc1C (centres undefined)
-7,Cc1nc2ncnn2c(C)c1CCC(=O)NCCCN1CCN(c2cccc(Cl)c2)CC1
-3,Cn1c(SCC(=O)Nc2cccc(NC(=O)c3cccs3)c2)nnc1-c1ccncc1
5,CCOC(=O)C1CCN(C(=O)Cn2c(C)cc3ccccc3c2=O)CC1
-65,CN(C)c1ccc(Nc2nc(-c3ccccc3Cl)nc3ccccc23)cc1
-1,Oc1ccc(Cl)cc1N=Cc1ccc(-c2ccc(F)cc2)o1
-3,Nc1nc(C(=O)N2CCOCC2)nn1C(=O)c1ccc(Cl)cc1
7,CCOc1ccc2[nH]c(=O)c(CN(CCCO)C(C)=O)cc2c1
-8,Cc1noc(C)c1S(=O)(=O)N1CCCC(C(=O)NCCc2ccccc2)C1 (centres undefined)
-5,COc1ccc(CNC(=O)c2ccc(S(=O)(=O)c3cccc(Cl)c3)c([N+](=O)[O-])c2)cc1
2,CCOC(=O)C1=C(C)NC2=C(C(=O)C(C(=O)OC)C(C)C2)C1c1ccc(C)cc1 (centres undefined)

(listing goes on)
14-3-3 PPI,Compound
-9,COc1ccc(CNC(=O)c2cc(S(=O)(=O)N3CCCCC3)ccc2F)cc1
-1,CC1CCC(C(C)C)C(OC(=O)CN2C(=O)C3C4CC(C(Br)C4Br)C3C2=O)C1 (centres undefined)
-6,Cn1c(SCC(=O)NC2CC2)nnc1-c1ccco1
-119,COc1ccccc1NC(=O)c1c(NCc2sccc2C)sc2c1CCCCC2
-3,COC(=O)c1ccc(NC(=O)CN2CCN(CC#N)CC2)cc1
5&-1,COc1cc(C(=O)n2nc(C)cc2C)cc(OC)c1OC
-15,COCc1cc(=O)n2[nH]c(N)nc2n1
-4,Cc1cc(C(F)F)n2ncc(C(=O)NCc3ccccc3)c2n1
-23,Cc1ccc(NC(=O)C2CC(=O)N(Cc3ccc4c(c3)OCO4)C(=Nc3ccccc3)S2)c(C)c1 (centres undefined)
2,COc1ccc(OC)c(C2NC(=O)NC(C)=C2C(=O)Nc2ccc(C)cc2)c1 (centres undefined)
-13,CCOC(=O)c1cnc2c(ccc3ccccc32)c1NCCCN1CCOCC1
-10,Cc1ccc(C2NC(C(=O)O)Cc3c2[nH]c2ccccc32)cc1 (centres undefined)
-7&-3,O=C(NC1CCCC1)c1cnc2n(c1=O)CCS2
-1,O=C(CSc1ccc(Cl)cc1)Nn1cnnc1
-8,O=C(NCc1cccs1)c1ccc(N2CCCCC2)nc1
-3,O=C(O)c1n[nH]c(=O)c2ccccc12
-28,CC1CCCC(NC(=O)C2N(CCC3=CCCCC3)C(=O)C3C(C(=O)Nc4ccc(Cl)cc4)C4C=CC32O4)C1C (centres undefined)
-24,O=C(C1CC1)N1CCc2cc(S(=O)(=O)N3CCCCC3c3cccnc3)ccc21 (centres undefined)
-10,O=C(NCC(=O)N(CCN1CCOCC1)C(C(=O)NC1CCCC1)c1cccs1)c1ccco1 (centres undefined)
4,CCCCOC(=O)CCc1c(C)[nH]c(=S)[nH]c1=O
-7,Cc1onc(-c2ccccc2Cl)c1C(=O)Nc1c(-c2ccc(F)cc2)nc2ccccn12
-3,Cc1ccc(CNS(=O)(=O)c2cc(C(=O)Nc3ccc(C)c(F)c3)ccc2F)cc1
-59,O=C1CCc2cc(S(=O)(=O)Nc3cccc4c3CCCC4)ccc2N1
-8,O=C(CCS(=O)(=O)c1cccc2nonc12)N1CCN(c2ccccc2F)CC1
-6,Cc1cccc(-n2cc(-c3ccc(Br)cc3)[nH]c2=O)c1
-6,CC1=NN(c2ccccc2)C2CCCCCCCCCCC12 (centres undefined)
2&2,CCn1c(C(Cc2ccccc2)NC(=O)COC)nc2ccccc21 (centres undefined)
-7,O=C(CSc1nc2ccccc2c(=O)n1-c1ccccc1)c1ccc(F)cc1
-4,C=CCn1c(SCC(=O)c2ccc3cc[nH]c3c2)nnc1-c1cccnc1
-6,Cc1cccc(Nc2ncnc3sc4c(c23)CCCC4)c1
-20,Cc1ccc(-c2csc(=S)n2CC(=O)OCC(=O)NCc2ccco2)cc1
0,CCN(CC)CCCN1C(=O)C(=O)/C(=C(/O)c2ccc(OC)cc2)C1c1ccco1 (centres undefined)
-2,Cc1cccc(NC(=O)CSc2nnc(CSc3nc(C)cc(C)n3)n2Cc2ccco2)c1
-3,Cn1c(CN2CCCCC2)nc2cc(NS(=O)(=O)c3ccc(Cl)cc3)ccc21
-4,Cc1ccc(S(=O)(=O)NC(=O)N2CCC(C)CC2)cc1
-2,CCOC(=O)C(CCC#N)(CCC#N)C(=O)OCC
-14,Cc1ccc2c(c1)c(=O)c1ccccc1n2CCCC(=O)Nc1ccc(C)c(C)c1
0,COc1ccc(-n2c(SCC#N)nnc2-c2cccnc2)cc1
1,c1csc(C(c2nnnn2C2CCCC2)N2CCOCC2)c1 (centres undefined)
-8,COc1ccc(CCNc2ncnc3[nH]ncc23)cc1OC
-97,N#Cc1ccc(-c2ccncc2)nc1SCC(=O)Nc1nc2ccccc2s1
-7,O=C(CC1SC(=O)NC1=O)Nc1ccc(Cl)cc1 (centres undefined)
-2,Cc1ccn2c(Nc3ccc4c(c3)OCCO4)c(-c3ccc(Cl)cc3)nc2c1
-3,CC(=O)Nc1cnn(Cc2ccc(Br)cc2)c1
1,CCOC(=O)N1CCC(N2C(=O)c3ccc(C(=O)NCc4ccco4)cc3C2=O)CC1
-4,CC(C)Cc1ccc(S(=O)(=O)n2cc([N+](=O)[O-])cn2)cc1
3,COc1ccc(CN2CC(C(=O)NCCCOC(C)C)CC2=O)cc1 (centres undefined)
-3,CCCCn1nnc(NC(=O)c2ccco2)n1
5,COc1ccc(OC)c(NC(=O)CSC2=C(C#N)C(c3ccco3)C3=C(CCCC3=O)N2)c1 (centres undefined)
-3,CCNc1nc(NCC)nc(OCCOC(=O)c2ccccc2)n1

2 of the compounds above, field by field:
> O=C(CSc1nc2ccccc2c(=O)n1-c1ccccc1)c1ccc(F)cc1
  14-3-3 PPI: -7
> O=C(NCc1cccs1)c1ccc(N2CCCCC2)nc1
  14-3-3 PPI: -8

(cont.)
14-3-3 PPI,Compound
-23,NS(=O)(=O)c1ccc(CCNS(=O)(=O)c2cc(Br)cc3c2N(C(=O)C2CC2)CC3)cc1
-6,CCOC(=O)CSc1nc2c(c(=O)[nH]c(=O)n2C)n1C/C=C(/C)Cl
2,COc1ccc(NC(=O)CC(C(=O)O)N2CCCCC2)cc1 (centres undefined)
-27,COc1ccc(NC(=O)CN(c2cccc(C)c2C)S(=O)(=O)c2ccccc2)cc1OC
-8,Cc1ccc(S(=O)(=O)c2c(O)cc(C)c(NS(=O)(=O)c3ccc(Br)cc3)c2C)cc1
-4,CCCN(CCC)CCNc1c(N2CCN(C(=O)OCC)CC2)c(=O)c1=O
1,COCCCNC(=O)CC(NS(=O)(=O)c1ccc(OC)cc1)c1ccc(OC)cc1 (centres undefined)
2,CN(C(=O)Cn1c(=O)c2ccccc2n(C)c1=O)C1CCCCC1
-13,CCCC[C@@]1(C2CCCC2)Cc2cc(OCC(=O)O)c(Cl)c(Cl)c2C1=O
-1,COc1cccc(C(=O)Oc2c(Sc3ccccc3[N+](=O)[O-])c(C)nn2C(C)(C)C)c1OC

Some of these compounds in order of heavy-atom count, low to high.
14-3-3 PPI,Compound
2,CN(C(=O)Cn1c(=O)c2ccccc2n(C)c1=O)C1CCCCC1
-13,CCCC[C@@]1(C2CCCC2)Cc2cc(OCC(=O)O)c(Cl)c(Cl)c2C1=O
-4,CCCN(CCC)CCNc1c(N2CCN(C(=O)OCC)CC2)c(=O)c1=O
1,COCCCNC(=O)CC(NS(=O)(=O)c1ccc(OC)cc1)c1ccc(OC)cc1 (centres undefined)
-23,NS(=O)(=O)c1ccc(CCNS(=O)(=O)c2cc(Br)cc3c2N(C(=O)C2CC2)CC3)cc1
-1,COc1cccc(C(=O)Oc2c(Sc3ccccc3[N+](=O)[O-])c(C)nn2C(C)(C)C)c1OC

Filtered by structure: those above containing a cyano group.
14-3-3 PPI,Compound
-134,Cc1ccc(-c2cc(-c3ccco3)c(C#N)c(SCC(=O)NCc3ccccc3)n2)cc1
-4,COc1cccc(C2C(C#N)=C(N)OC3=C2C(=O)CCC3)c1OC(=O)c1ccco1 (centres undefined)
-3,COC(=O)c1ccc(NC(=O)CN2CCN(CC#N)CC2)cc1
-2,CCOC(=O)C(CCC#N)(CCC#N)C(=O)OCC
0,COc1ccc(-n2c(SCC#N)nnc2-c2cccnc2)cc1
-97,N#Cc1ccc(-c2ccncc2)nc1SCC(=O)Nc1nc2ccccc2s1
5,COc1ccc(OC)c(NC(=O)CSC2=C(C#N)C(c3ccco3)C3=C(CCCC3=O)N2)c1 (centres undefined)

Following part
14-3-3 PPI,Compound
4,CC1=C(C(=O)OCCC(C)C)C(c2ccc3c(c2)OCO3)NC(=O)N1 (centres undefined)
4,CC(C)(C)c1ccc(S(=O)(=O)N2CCSCC2)cc1
-3,COc1cc(OC)cc(C(=O)NC2CC3CCC(C2)N3Cc2ccco2)c1 (centres undefined)
-8,O=C1C2C(c3ccccc3)C=CC(c3ccccc3)C2C(=O)N1c1ccccc1O (centres undefined)
-4&-22,O=C(Nc1ccc2oc(-c3cccnc3)nc2c1)c1cccnc1
-5,O=C(NCc1ccco1)c1ccc(OCC2CCCO2)cc1 (centres undefined)
-3,COc1ccc(-c2cc(C(=O)Nc3cccnc3Cl)no2)cc1
-69,CCn1c(SCc2nc3ccccc3s2)nc2cc(S(=O)(=O)N3CCOCC3)ccc21
-9,Fc1ccc(OCc2nn3cnnc3s2)cc1
-17,O=C(CC12CC3CC(CC(C3)C1)C2)N1CCOCC1
-8,O=C1c2ccccc2-c2nc3ccncc3nc21
0,CCc1cc2c(=O)c(-c3nc4ccccc4[nH]3)coc2cc1OC(=O)N1CCOCC1
5,COc1ccc(-n2c(=S)[nH]c3cc(C(=O)Nc4ccc(C)c(C)c4)ccc3c2=O)cc1
3,Cc1ccc(OCC(=O)Nc2ccc(S(=O)(=O)N3CCCC3)cc2)c(Br)c1
1,COc1ccc(OC)c(-c2cc(C(=O)Nc3ccc(C)cc3)no2)c1
-4,Cc1cc(C)cc(NS(C)(=O)=O)c1
6,Cc1ccc(C)c(N2CCN(C(=O)c3ccc(CS(=O)(=O)c4ccccc4C)o3)CC2)c1
-7,COC(=O)C1=C(N)OC2=C(C(=O)CC(C)(C)C2)C1c1ccc(OC)cc1 (centres undefined)
